OXTR ag: human OXTR agonists, primary screen, fluorescence, CHO-OTR cells, Fluo-8 calcium | Oxytocin receptor (Homo sapiens), P30559 | Fluo-8 calcium fluorescence; normalized: DMSO 0%, oxytocin 100% | activation, % at 3 µM | actives 0.32% (n = 320,000) | AID 2435, 2010;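 active means activation above the mean of all tested compounds plus 3 SD, cutoff set per screening run, cut at about 20% in these data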;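 further: peak over basal fluorescence ratio from a 100 s FLIPR kinetic read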
Target sequence (P30559 whole entry, looked up): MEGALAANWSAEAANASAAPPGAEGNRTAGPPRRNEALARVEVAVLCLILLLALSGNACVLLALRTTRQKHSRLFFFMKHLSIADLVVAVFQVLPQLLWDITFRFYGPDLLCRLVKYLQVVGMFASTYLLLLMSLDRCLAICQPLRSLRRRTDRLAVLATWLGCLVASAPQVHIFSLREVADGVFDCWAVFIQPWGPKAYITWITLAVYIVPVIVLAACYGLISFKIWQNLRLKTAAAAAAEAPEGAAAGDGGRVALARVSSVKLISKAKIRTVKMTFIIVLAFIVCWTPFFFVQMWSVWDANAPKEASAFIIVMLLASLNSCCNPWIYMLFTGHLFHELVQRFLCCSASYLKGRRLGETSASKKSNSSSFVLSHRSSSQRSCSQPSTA
V1aR counter: agonists of human V1a receptor, primary screen, counter-screen for OXTR agonist project, fluorescence, CHO-V1R cells. Fluo-8 calcium fluorescence, agonist mode; 0% DMSO, 100% 3 nM vasopressin. activation, % at 3 µM. actives 0.25% (n = 320,000). AID 2797, 2010;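 active means activation above the mean activation of all tested compounds plus 3 SD, per screening run, cut at about 20% in these data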;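 further: signal is peak over basal fluorescence ratio across a 100 second FLIPR read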
GalR3 antagonist: GalR3 antagonists in HEK293 cells, primary screen, cell-based, fluorescence readout | Galanin receptor type 3 (Homo sapiens), O60755 | HEK293 GalR3-CNG cAMP membrane potential fluorescence; galR3 body fused to GalR1 C-terminus | inhibition, % at 3 µM | actives 0.44% (n = 360,000) | AID 651719, 2012;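 active means inhibition above the screen-wide average plus 3 SD, cut at about 13% in these data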;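 further: forskolin and galanin both at EC90 stimulate the cells; cAMP rise reported by CNG channel membrane potential dye signal; 0% = forskolin plus galanin with DMSO and 100% = forskolin alone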
Target sequence (O60755 1-299 limits assumed): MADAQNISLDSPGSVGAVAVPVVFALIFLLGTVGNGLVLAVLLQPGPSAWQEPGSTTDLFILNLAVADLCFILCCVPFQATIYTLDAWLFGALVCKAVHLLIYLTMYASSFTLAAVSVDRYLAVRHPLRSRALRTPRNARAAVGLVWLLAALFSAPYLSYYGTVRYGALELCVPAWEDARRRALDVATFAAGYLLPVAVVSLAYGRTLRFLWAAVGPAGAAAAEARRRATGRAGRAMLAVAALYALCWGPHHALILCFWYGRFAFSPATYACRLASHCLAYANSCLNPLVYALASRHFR
VIM-2 inhibitor: VIM-2 metallo-beta-lactamase inhibitors, primary screen, biochemical, epi-absorbance readout, Pseudomonas aeruginosa enzyme; inhibition, % at 5.6 µM; purified VIM-2, nitrocefin hydrolysis, epi-absorbance fluorescence; actives 0.89% (n = 290,000);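 active means inhibition above the mean of all tested compounds plus 3 SD, cutoff set per screening run, cut at about 7.5% in these data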;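 further: red hydrolysis product quenches plate fluorescence so inhibitors raise well fluorescence; 0% = enzyme with DMSO and 100% = DMSO without enzyme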
GPR7 antag: GPR7 receptor antagonists, primary screen, cell-based, fluorescence, single concentration; GPR7-expressing cells, fluorescence antagonist assay; inhibition, % at 4.4 µM; actives 1.1% (n = 290,000); in the data active means inhibition above about 16%, passing the limit was not always enough;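 further: cells stimulated with the agonist NPW; 0% = agonist with vehicle and 100% = vehicle without agonist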
Target sequence (P48145 whole entry, looked up): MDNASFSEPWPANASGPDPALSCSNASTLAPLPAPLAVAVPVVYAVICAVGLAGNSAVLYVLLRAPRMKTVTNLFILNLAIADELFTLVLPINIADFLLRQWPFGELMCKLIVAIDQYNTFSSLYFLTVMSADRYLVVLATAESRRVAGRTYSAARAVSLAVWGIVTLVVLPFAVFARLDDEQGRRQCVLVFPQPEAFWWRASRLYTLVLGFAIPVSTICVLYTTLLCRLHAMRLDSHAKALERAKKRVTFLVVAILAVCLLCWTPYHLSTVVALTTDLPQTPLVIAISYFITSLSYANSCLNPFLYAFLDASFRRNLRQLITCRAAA
NS3 helicase inh: inhibitors of HCV NS3 helicase, primary screen, biochemical, Cy5 molecular beacon fluorescence; Hepatitis C virus NS3 helicase; NS3 helicase DNA unwinding; inhibition, % at 10.9 µM; actives 0.56% (n = 290,000); AID 1800, 2009;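 active means inhibition above the mean of all tested compounds plus 3 SD, set per campaign, cut at about 35% in these data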;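 further: 0% = DMSO wells and 100% = thioflavine S control wells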
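System: NS3 helicase fragment of HCV / Schedule: 1 h at 25 °C / Control set: DMSO alone as 0% and 110 µM thioflavine S as 100% / Reagent: Cy5/quencher beacon DNA duplex and ATP to start / Technique: Cy5 fluorescence / Replication: singlicate / Evaluation: % inhibition of end-to-start signal ratio versus controls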
DNA FID counter: compounds displacing fluorescent DNA intercalator, primary screen, artefact control for HCV NS3 helicase inhibitor project, biochemical, FID fluorescence. DNA fluorescent intercalator displacement. inhibition, % at 7.9 µM. actives 0.17% (n = 290,000); in the data active means inhibition above about 37%;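 further: 0% = vehicle and 100% = reference compound; higher means more ethidium bromide displaced from hairpin DNA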
IMP-1 inh: IMP-1 metallo-beta-lactamase inhibitors, primary screen, biochemical, epi-absorbance readout, Pseudomonas aeruginosa enzyme; purified IMP-1, nitrocefin hydrolysis, epi-absorbance fluorescence; inhibition, % at 5.6 µM; actives 0.45% (n = 290,000);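 active means inhibition above the mean plus 3 SD of all compounds in the same screening run, cut at about 4.5% in these data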;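 further: 0% = IMP-1 with DMSO and 100% = DMSO wells lacking enzyme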
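System: purified IMP-1; amount: IMP-1 0.2 nM before substrate addition; compound: single dose, 5.6 µM; times: 25 °C, 15 min preincubation, 25 min reaction; signal: Epi-absorbance via hydrolysed-nitrocefin quenching of white-plate fluorescence, 480/530 nm, EDTA stop; benchmarks: DMSO with and without IMP-1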
PHOSPHO1 inh: PubChem AID 1565; inhibition, % at 13.3 µM; actives 1.1% (n = 290,000); recombinant PHOSPHO1, absorbance phosphatase assay; Phosphoethanolamine/phosphocholine phosphatase (Homo sapiens), Q8TCT1; in the data active means inhibition above about 60%
* = called active by the depositor; & = joins results of further samples.

`O=C1N(CC(=O)N2CCc3ccccc32)CCN1Cc1ccc(Cl)cc1` gave OXTR ag -1.0, V1aR counter -0.7, GalR3 antagonist -2, VIM-2 inhibitor -3.2, GPR7 antag 14, NS3 helicase inh 1, DNA FID counter -33, IMP-1 inh -2.5 and PHOSPHO1 inh 8.
Screening CC(=O)c1cccc(NC(=O)c2cc(Cl)sc2Cl)c1 returned OXTR ag -2.2, V1aR counter 0.9, GalR3 antagonist -1, VIM-2 inhibitor 0.4, GPR7 antag 10, NS3 helicase inh -5, DNA FID counter -7, IMP-1 inh -0.8 and PHOSPHO1 inh 3.
Cc1ccc(OCCC(=O)OCC(=O)Nc2cc(C)cc(C)c2)cc1 was read as OXTR ag 0.3, V1aR counter -0.3, GalR3 antagonist -3, VIM-2 inhibitor 0.4, GPR7 antag -19, NS3 helicase inh -8, DNA FID counter -36, IMP-1 inh 0.5 and PHOSPHO1 inh 24.
Screening Cc1nn(Cc2ccc(C(=O)N3c4ccc(F)cc4CCC3C)o2)c(C)c1Br (stereo not given) returned OXTR ag -1.6, V1aR counter 3.3, GalR3 antagonist 2, VIM-2 inhibitor -0.6, GPR7 antag 14, NS3 helicase inh -14, DNA FID counter -38, IMP-1 inh -2.7 and PHOSPHO1 inh 7.
O=C1N=c2ccccc2=C1c1c(O)n(-c2cccc(F)c2)[nH]c1=O was read as OXTR ag 1.7, V1aR counter 0.9, GalR3 antagonist -4, VIM-2 inhibitor -2.2, GPR7 antag -10, NS3 helicase inh 23, DNA FID counter -14, IMP-1 inh -2.3 and PHOSPHO1 inh -2.
For CCOC(=O)CSc1ncnc2c1sc1nc(N3CCOCC3)c3c(c12)CCCC3 the results were OXTR ag 0.4, V1aR counter 0.2, GalR3 antagonist -2, VIM-2 inhibitor 0.1, GPR7 antag -8, NS3 helicase inh 3, DNA FID counter -2, IMP-1 inh 1.9 and PHOSPHO1 inh 9.
Cc1ccc(C(C)NC(=O)Cc2cccs2)cc1C (stereo not given) was read as OXTR ag -0.9, V1aR counter -1.0, GalR3 antagonist -2, VIM-2 inhibitor -3.9, GPR7 antag -2, NS3 helicase inh 9, DNA FID counter -12, IMP-1 inh -3.5 and PHOSPHO1 inh -16.
For COc1cc(/C=C2\C(=O)ON=C2c2ccccc2)cc(Br)c1O the results were OXTR ag 0.7, V1aR counter 2.9, GalR3 antagonist -10, VIM-2 inhibitor -4.0, GPR7 antag -4, NS3 helicase inh 38*, DNA FID counter -7, IMP-1 inh -3.8 and PHOSPHO1 inh 33.
`Cc1ccc(C)c(NC(=O)COC(=O)CNC(=O)c2ccccc2Cl)c1` gave OXTR ag -0.4, V1aR counter -0.1, GalR3 antagonist -2, VIM-2 inhibitor -2.5, GPR7 antag -14, NS3 helicase inh 0, DNA FID counter -8, IMP-1 inh -2.7 and PHOSPHO1 inh -27.
`COCCCNC(=O)/C=C/c1ccc(Cl)cc1` gave OXTR ag -0.1, V1aR counter -0.1, GalR3 antagonist -3, VIM-2 inhibitor -2.3, GPR7 antag 1, NS3 helicase inh 0, DNA FID counter 0, IMP-1 inh -1.1 and PHOSPHO1 inh 19.
For Cn1nnnc1SCCNCc1ccccc1OCc1ccc(Cl)cc1 the results were OXTR ag 7.0, V1aR counter 9.2, GalR3 antagonist -2, VIM-2 inhibitor 1.5, GPR7 antag 10, NS3 helicase inh -43, DNA FID counter 11, IMP-1 inh 0.0 and PHOSPHO1 inh -21.
COC(=O)c1ccccc1NC(=O)CSc1n[nH]c(-c2ccncc2)n1 was read as OXTR ag 1.9, V1aR counter 1.6, GalR3 antagonist -3, VIM-2 inhibitor -4.5, GPR7 antag -3, NS3 helicase inh 12, DNA FID counter -12, IMP-1 inh -3.1 and PHOSPHO1 inh 57.
For COC(=O)c1ccc(COc2ccc(-c3nn[nH]n3)cc2)cc1 the results were OXTR ag 1.8, V1aR counter 2.4, GalR3 antagonist -4, VIM-2 inhibitor -2.5, GPR7 antag -11, NS3 helicase inh 5, DNA FID counter -30, IMP-1 inh -4.3 and PHOSPHO1 inh 21.
`CC1(C)Cc2ccccc2-c2nnc(-c3ccc(O)cc3)n21` gave OXTR ag 0.8, V1aR counter 0.4, GalR3 antagonist 0, VIM-2 inhibitor -1.4, GPR7 antag -7, NS3 helicase inh 12, DNA FID counter -2, IMP-1 inh -3.5 and PHOSPHO1 inh 5.
CCOCCCNC(=O)Cc1ccc(OC)c(OC)c1 was read as OXTR ag -0.3, V1aR counter 1.7, GalR3 antagonist -8, VIM-2 inhibitor -2.7, GPR7 antag -8, NS3 helicase inh 3, DNA FID counter -6, IMP-1 inh -2.5 and PHOSPHO1 inh 29.
For Cc1cc(-c2n[nH]c(=S)o2)c(C)n1-c1ccccc1 the results were OXTR ag 0.2, V1aR counter -0.3, GalR3 antagonist -8, VIM-2 inhibitor -4.4, GPR7 antag -6, NS3 helicase inh 20, DNA FID counter -13, IMP-1 inh -1.7 and PHOSPHO1 inh 101*.
CCSc1nnc(CCNC(=O)OC(C)(C)C)o1 was read as OXTR ag 0.4, V1aR counter 0.5, GalR3 antagonist -2, VIM-2 inhibitor -2.9, GPR7 antag -4, NS3 helicase inh -2, DNA FID counter 0, IMP-1 inh -2.2 and PHOSPHO1 inh 3.
Screening COc1ccc(S(=O)(=O)c2cnc3ccccc3n2)cc1 returned OXTR ag -1.5, V1aR counter 3.3, GalR3 antagonist -6, VIM-2 inhibitor -2.2, GPR7 antag 9, NS3 helicase inh 2, DNA FID counter -2, IMP-1 inh -2.3 and PHOSPHO1 inh 36.
Screening CCN(c1ccccc1)S(=O)(=O)c1cc(C(=O)Nc2ccc(F)c(F)c2)ccc1F returned OXTR ag 4.8, V1aR counter 9.9, GalR3 antagonist -7, VIM-2 inhibitor -4.1, GPR7 antag -4, NS3 helicase inh -17, DNA FID counter -6, IMP-1 inh -2.8 and PHOSPHO1 inh 7.
For COc1ccc(COc2cc(-c3cccc(OC)c3)nc3ccc(NC(=O)c4ccc(N(C)C)cc4)cc23)cc1 the results were OXTR ag -0.3, V1aR counter 0.0, VIM-2 inhibitor -3.5, GPR7 antag 2, NS3 helicase inh 9, DNA FID counter -16, IMP-1 inh -5.2 and PHOSPHO1 inh -9.

As a short view, some entries already given:
`O=C1N(CC(=O)N2CCc3ccccc32)CCN1Cc1ccc(Cl)cc1` gave OXTR ag -1.0, V1aR counter -0.7, GalR3 antagonist -2, VIM-2 inhibitor -3.2, GPR7 antag 14, NS3 helicase inh 1, DNA FID counter -33, IMP-1 inh -2.5 and PHOSPHO1 inh 8.
Screening CC(=O)c1cccc(NC(=O)c2cc(Cl)sc2Cl)c1 returned OXTR ag -2.2, V1aR counter 0.9, GalR3 antagonist -1, VIM-2 inhibitor 0.4, GPR7 antag 10, NS3 helicase inh -5, DNA FID counter -7, IMP-1 inh -0.8 and PHOSPHO1 inh 3.
Cc1ccc(OCCC(=O)OCC(=O)Nc2cc(C)cc(C)c2)cc1 was read as OXTR ag 0.3, V1aR counter -0.3, GalR3 antagonist -3, VIM-2 inhibitor 0.4, GPR7 antag -19, NS3 helicase inh -8, DNA FID counter -36, IMP-1 inh 0.5 and PHOSPHO1 inh 24.

Later entries.
For CC1=C(C(N)=O)C(c2ccc(C)o2)C(C(N)=O)=C(C)N1 the results were OXTR ag 0.2, V1aR counter 0.4, GalR3 antagonist -4, VIM-2 inhibitor -0.4, GPR7 antag 6, NS3 helicase inh -6, DNA FID counter 1, IMP-1 inh -0.3 and PHOSPHO1 inh 7.
O=C(NCC(=O)N1CCN(c2ccccc2)CC1)c1ccco1 was read as OXTR ag 0.5, V1aR counter 0.2, GalR3 antagonist 0, VIM-2 inhibitor -2.3, GPR7 antag -14, NS3 helicase inh 1, DNA FID counter -7, IMP-1 inh -4.2 and PHOSPHO1 inh -13.
Screening O=C(CCCN1C(=O)C(c2ccccc2)Oc2cccnc21)Nc1ccccc1Cl (stereo not given) returned OXTR ag 0.3, V1aR counter -0.3, GalR3 antagonist -1, VIM-2 inhibitor -2.0, GPR7 antag 3, NS3 helicase inh 0, DNA FID counter -46, IMP-1 inh -2.1 and PHOSPHO1 inh 24.
For O=C(CCN1CCN(c2ccccc2)CC1)N/N=C/c1ccccc1O the results were OXTR ag 1.0, V1aR counter -0.2, GalR3 antagonist 1, VIM-2 inhibitor -4.1, GPR7 antag -16, NS3 helicase inh -5, DNA FID counter -4, IMP-1 inh -2.5 and PHOSPHO1 inh -14.
COc1ccc(CCNC(=O)c2c(C)nn(-c3ccccc3)c2Cl)cc1 was read as OXTR ag -2.1, V1aR counter -0.7, GalR3 antagonist -2, VIM-2 inhibitor -0.5, GPR7 antag -9, NS3 helicase inh -11, DNA FID counter -32, IMP-1 inh -1.9 and PHOSPHO1 inh 38.
For C[C@]12CCC(=O)C[C@@H]1CC[C@@H]1[C@@H]2CC[C@]2(C)[C@@H](C(=O)COC(=O)CCC(=O)O)CC[C@@H]12 the results were OXTR ag 0.8&0.3, V1aR counter 1.5&1.1, GalR3 antagonist -10&-5, VIM-2 inhibitor -0.7&-0.5, GPR7 antag -9&-3, NS3 helicase inh 4&8, DNA FID counter -31&-37, IMP-1 inh 1.7&-2.6 and PHOSPHO1 inh 24&31.
`Oc1ccc(Cl)cc1C=Nc1ccc(Br)cc1` gave OXTR ag 1.4, V1aR counter 1.1, GalR3 antagonist -4, VIM-2 inhibitor -1.8, GPR7 antag -6, NS3 helicase inh 4, DNA FID counter 4, IMP-1 inh -2.1 and PHOSPHO1 inh 8.
`CCCC1Cc2[nH]c(=O)c(C#N)cc2CO1` (stereo not given) gave OXTR ag -1.3, V1aR counter -0.5, GalR3 antagonist 1, VIM-2 inhibitor -1.4, GPR7 antag -6, NS3 helicase inh -8, DNA FID counter -1, IMP-1 inh -0.2 and PHOSPHO1 inh 37.
`CC(C)N1CCC(N2CCN(C/C=C/c3ccccc3)CC2CCO)CC1` (stereo not given) gave OXTR ag 1.3, V1aR counter 3.0, VIM-2 inhibitor -1.7, GPR7 antag 0, NS3 helicase inh -10, DNA FID counter 20, IMP-1 inh -1.6 and PHOSPHO1 inh 26.
For CCOC(=O)N1CCN(C(=O)c2ccccc2N(Cc2ccccc2)S(=O)(=O)c2ccc(OC)cc2)CC1 the results were OXTR ag -1.7, V1aR counter -0.8, GalR3 antagonist -8, VIM-2 inhibitor -0.1, GPR7 antag -1, NS3 helicase inh -26, DNA FID counter -47, IMP-1 inh -0.9 and PHOSPHO1 inh 44.

Screening results: PubChem BioAssay, several laboratories
